Screening data deposited in PubChem by Broad Institute.
IDH1 R132H inh = inhibitors of human IDH1 R132H; O75874; IDH1 R132H reductase, diaphorase/resazurin fluorescence, 60 min; 70,000 compounds, 0.18% hits; inhibition, % at 10 µM; AID 624101; in the data active = inhibition above about 34%; inconclusive = no clear call, values can overlap the other calls; inactive = below about 11%;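 note: 0% = DMSO and 100% = no enzyme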
PRC2 inh = EZH2 (human) methyltransferase inhibition; Q15910; 57,000 compounds, 0.35% hits; PRC2 H3K27 methylation, DELFIA TRF, 1 h; AID 651548; inhibition, % at 12.5 µM;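 active = mean inhibition of replicates at least 50% and every single replicate also reaching 50%; inconclusive = mean inhibition at least 50% but some replicate falls below 50%; inactive = mean inhibition under 50%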;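 note: dimethyl H3K27 on biotinylated H3 21-44 peptide detected by antibody; plate controls were median neutral control wells for no effect and median positive control wells for full effect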
Target sequence (Q15910 whole entry, looked up): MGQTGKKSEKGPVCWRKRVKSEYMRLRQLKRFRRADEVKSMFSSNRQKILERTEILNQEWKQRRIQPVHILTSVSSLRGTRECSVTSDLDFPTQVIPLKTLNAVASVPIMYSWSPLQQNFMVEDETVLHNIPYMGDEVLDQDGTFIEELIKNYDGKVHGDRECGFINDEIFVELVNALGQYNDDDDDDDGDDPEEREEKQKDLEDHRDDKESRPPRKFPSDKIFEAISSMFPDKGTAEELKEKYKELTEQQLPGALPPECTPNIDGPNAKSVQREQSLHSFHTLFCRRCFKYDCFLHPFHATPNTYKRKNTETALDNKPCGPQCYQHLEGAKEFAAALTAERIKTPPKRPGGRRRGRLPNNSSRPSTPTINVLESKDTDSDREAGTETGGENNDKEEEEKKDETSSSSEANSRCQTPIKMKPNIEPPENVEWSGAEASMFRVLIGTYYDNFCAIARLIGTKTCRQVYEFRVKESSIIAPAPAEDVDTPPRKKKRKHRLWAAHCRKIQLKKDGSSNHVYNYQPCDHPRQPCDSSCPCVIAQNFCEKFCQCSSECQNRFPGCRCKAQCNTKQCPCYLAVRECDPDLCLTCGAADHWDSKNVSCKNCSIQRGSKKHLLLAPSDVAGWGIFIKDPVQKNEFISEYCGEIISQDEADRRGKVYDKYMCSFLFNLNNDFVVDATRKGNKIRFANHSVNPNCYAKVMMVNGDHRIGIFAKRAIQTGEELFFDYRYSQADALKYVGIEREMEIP
* hit, by the source's call; u = inconclusive; x = no result given; & = joins results of further samples. The list is partial, so the mix of outcomes need not match the whole.

SMILES | IDH1 R132H inh | PRC2 inh
COc1cc2ncnc(NC3CCN(Cc4ccccc4)CC3)c2cc1OC | x | -5
C[C@H]1CN([C@@H](C)CO)C(=O)c2cc(C#Cc3cccnc3)cnc2O[C@@H]1CN(C)C(=O)CN(C)C | 1.2 | 0
Cc1ccc(S(=O)(=O)N(C)C[C@H]2Oc3ccc(NC(=O)Cn4cnnn4)cc3C(=O)N([C@H](C)CO)C[C@H]2C)cc1 | -0.4 | x
C[C@H](CO)N1C[C@H](C)[C@H](CN(C)S(=O)(=O)c2ccccc2)Oc2ncc(C#Cc3ccccc3F)cc2C1=O | 0.4 | 6
COc1ccccc1CCNC(=O)c1cc(-c2ccc(C)o2)nc2ccccc12 | -0.4 | -4
O=C(C[C@@H]1C[C@H]2c3cc(NC(=O)c4ccc5c(c4)OCO5)ccc3O[C@H]2[C@H](CO)O1)NCCc1ccccc1 | -2.5 | -1
CCS(=O)(=O)Nc1ccc2c(c1)C(=O)N(C)C[C@@H](OC)[C@H](C)CN(C(=O)CN(C)C)[C@@H](C)CO2 | 0.1 | 8
C[C@@H]1CN([C@H](C)CO)C(=O)c2cc(NC(=O)Nc3ccc4c(c3)OCO4)ccc2O[C@@H]1CN(C)C(=O)NC1CCCCC1 | -1.5 | x
C[C@H]1CN([C@@H](C)CO)C(=O)c2cccc(NC(=O)c3ccc(-c4nccs4)cc3)c2O[C@@H]1CN(C)S(C)(=O)=O | -0.4 | x
C=CCn1c(=O)c(C(=O)NCc2ccccn2)c(O)c2ccccc21 | 0.9 | x
CC(C)c1ccc(OCC(=O)Nc2ccccc2-c2nc3ccccc3s2)cc1 | 0.2 | 3
C[C@@H]1CCCCO[C@@H](CN(C)Cc2ccncc2)[C@@H](C)CN([C@@H](C)CO)C(=O)c2cc(NC(=O)Nc3cccc4ccccc34)ccc2O1 | 2.3 | x

More results follow.
SMILES | IDH1 R132H inh | PRC2 inh
COc1ccccc1C1C(C(=O)c2ccco2)C(=O)C(=O)N1c1cc(C)on1 (stereo not drawn) | -0.4 | 10
C[C@@H]1CN([C@H](C)CO)C(=O)c2cc(NC(=O)c3ccccc3)ccc2O[C@@H](C)CCCCO[C@H]1CN(C)Cc1ccc(C(F)(F)F)cc1 | 1.6 | x
CO[C@@H]1CN(C)C(=O)c2ccc(NC(=O)C3CC3)cc2OC[C@H](C)N(Cc2nccs2)C[C@H]1C | 0.2 | -7
C[C@@H]1CN([C@@H](C)CO)C(=O)c2cc(NC(=O)Nc3ccc(C(F)(F)F)cc3)ccc2O[C@H]1CN(C)Cc1ccc(Cl)c(Cl)c1 | 0.8 | x
COc1ccccc1-c1cnc2c(c1)C(=O)N([C@@H](C)CO)C[C@@H](C)[C@@H](CN(C)C(=O)c1cccnc1)O2 | -3.0 | 2
C[C@H]1CN([C@@H](C)CO)C(=O)c2cccc(NC(=O)Nc3ccc(C(F)(F)F)cc3)c2O[C@@H]1CN(C)S(=O)(=O)c1cn(C)cn1 | 0.0 | x
CO[C@@H]1CN(C)C(=O)c2cc(NC(=O)C3CC3)ccc2OC[C@H](C)NC[C@@H]1C | 0.3 | -10
CS(=O)(=O)N(CC(=O)Nc1ccc(Oc2ccccc2)cc1)c1ccc2c(c1)OCCO2 | 0.1 | -2
O=C(CC1(O)C(=O)N(Cc2ccccc2)c2ccccc21)c1ccccc1[N+](=O)[O-] (stereo not drawn) | 1.5 | 3
C[C@H](O)C#Cc1cnc2c(c1)C(=O)N([C@H](C)CO)C[C@@H](C)[C@H](CN(C)Cc1cccc(F)c1)O2 | 0.0 | 5
C[C@@H]1CN([C@H](C)CO)C(=O)c2cc(NS(=O)(=O)c3ccc(Cl)cc3)ccc2O[C@@H](C)CCCCO[C@H]1CN(C)S(=O)(=O)c1ccc(F)cc1 | 0.7 | x
COc1ccccc1-c1cnc2c(c1)C(=O)N([C@@H](C)CO)C[C@@H](C)[C@@H](CN(C)C(C)=O)O2 | x | 3&-20

(cont.)
SMILES | IDH1 R132H inh | PRC2 inh
C[C@@H]1CN([C@H](C)CO)C(=O)c2cc(-c3ccccc3F)cnc2O[C@@H]1CN(C)C(=O)CN(C)C | 1.2 | -4
CC(C)C#Cc1cnc2c(c1)C(=O)N([C@H](C)CO)C[C@H](C)[C@@H](CN(C)C(=O)c1ccccc1F)O2 | -4.1 | 23
CO[C@H]1CN(C)C(=O)c2cc(NS(=O)(=O)c3cccc(C)c3)ccc2OC[C@H](C)NC[C@@H]1C | -0.1 | -3
C[C@H]1CN([C@@H](C)CO)C(=O)c2cc(C#CCc3ccccc3)cnc2O[C@@H]1CN(C)Cc1cccc(F)c1 | 0.0 | x
Cc1cccc(C)c1N(CC(=O)N1CCN(C)CC1)S(C)(=O)=O | 0.1 | 1
CCn1c(CNC(=O)c2ccc(OC)c(OC)c2)n[nH]c1=S | 0.2 | -10
C[C@@H](O)C#Cc1ccc2c(c1)O[C@H](CN(C)C(=O)C1CC1)[C@@H](C)CN([C@@H](C)CO)S2(=O)=O | x | -5
CO[C@H]1CN(C)C(=O)c2ccc(NC(=O)C3CC3)cc2OC[C@H](C)N(Cc2cncnc2)C[C@@H]1C | 0.4 | 4
COc1ccc(NC(=O)N(C)C[C@@H]2Oc3ccc(NC(=O)c4ccncc4)cc3CC(=O)N([C@H](C)CO)C[C@H]2C)cc1 | 0.3 | 1
O=C(Nc1sc2c(c1C(=O)NCc1cccnc1)CCCC2)c1cccs1 | 0.7 | -4
C[C@H]1CN([C@@H](C)CO)C(=O)c2cc(NC(=O)C3CCCCC3)ccc2O[C@H]1CN(C)C(=O)Nc1ccc(C(F)(F)F)cc1 | x | -4
CO[C@@H]1CN(C)C(=O)c2ccc(NC(=O)C3CC3)cc2OC[C@@H](C)N(S(=O)(=O)c2ccc(Cl)cc2)C[C@H]1C | 0.4 | -9

(list continues)
SMILES | IDH1 R132H inh | PRC2 inh
O=S(=O)(NC1c2cccc3cccc(c23)C1Sc1nnnn1-c1ccccc1)c1ccccc1 (stereo not drawn) | 0.2 | 29
COc1ccc(CN(C)C[C@H]2Oc3c(NS(=O)(=O)c4ccc(C)cc4)cccc3C(=O)N([C@H](C)CO)C[C@H]2C)cc1 | x | -10
Cc1cc(CSc2cc(C)c(Cl)cc2C)no1 | -0.5 | 56*
CCCNC(=O)N(C)C[C@H]1Oc2cc(Br)ccc2S(=O)(=O)N([C@H](C)CO)C[C@H]1C | -1.1 | -3
C/C(=C\CC[C@H](CO)[C@@H]1CC[C@]2(C)C3=C(CC[C@@]12C)[C@@]1(C)CCC(=O)C(C)(C)C1CC3)C(=O)O (stereo partly drawn) | 0.4 | 29
Cc1ccc(S(=O)(=O)C2(C(=O)N(C)C3CCCCC3)CC2)cc1 | -0.9 | u
C[C@@H]1CCCCO[C@H](CN(C)C(=O)CCC(F)(F)F)[C@H](C)CN([C@@H](C)CO)C(=O)c2cc(NS(=O)(=O)c3ccccc3)ccc2O1 | 91* | x
C[C@@H]1CN([C@@H](C)CO)C(=O)c2cc(-c3ccc(F)cc3)cnc2O[C@H]1CN(C)C(=O)Cc1ccccn1 | 0.5 | -12
O=C(C[C@H]1C=C[C@H](NC(=O)c2ccncc2)[C@H](CO)O1)NCC1CC1 | -0.1 | 16
Cc1ccc(S(=O)(=O)N(C)C[C@@H]2Oc3c(NC(=O)Nc4cccc5ccccc45)cccc3C(=O)N([C@@H](C)CO)C[C@H]2C)cc1 | 0.1 | x
CCOC(=O)c1c(NC(=O)CSc2nc(C)nc3sc4c(c23)CCC4)sc(C)c1C | 0.5 | 11
C[C@H](CO)N1C[C@H](C)[C@H](CN(C)C(=O)Nc2ccc(F)cc2)Oc2ccc(N(C)C)cc2C1=O | 1.2 | -2

(more compounds)
SMILES | IDH1 R132H inh | PRC2 inh
CN(C)C(=O)C[C@@H]1CC[C@@H](NC(=O)C2CCC2)[C@@H](CO)O1 | 1.2 | -5
O=C(C[C@H]1CC[C@@H](NC(=O)C2CCOCC2)[C@H](CO)O1)Nc1ccc(-c2ccccc2)cc1 | -0.4 | 17
O=C(C[C@@H]1C[C@@H]2c3cc(NC(=O)C4CCOCC4)ccc3O[C@@H]2[C@@H](CO)O1)NCCN1CCCCC1 | 0.0 | 7
Cc1ccc(-c2cnc3c(c2)C(=O)N([C@@H](C)CO)C[C@H](C)[C@@H](CN(C)CC2CCCC2)O3)cc1 | -0.6 | x
C[C@@H]1CN([C@H](C)CO)C(=O)c2cc(C#CCN(C)C)cnc2O[C@H]1CN(C)C(=O)CN1CCOCC1 | 0.3 | x
CCC(=O)Nc1ccc2c(c1)OC[C@H](C)N(C(=O)c1cccnc1)C[C@@H](C)[C@@H](OC)CN(C)C2=O | 0.4 | 6
CSc1ncc(Cl)c(C(=O)Nc2sc3c(c2C(=O)NCC2CCCO2)CCC3)n1 (stereo not drawn) | -0.2 | 14
Cc1cc(C)c(NC(=O)C(CCS(C)(=O)=O)N2C(=O)c3ccc(Br)cc3C2=O)c(C)c1 (stereo not drawn) | -0.5 | -17
CC(C)CC#Cc1cnc2c(c1)C(=O)N([C@@H](C)CO)C[C@@H](C)[C@H](CN(C)Cc1ccc(F)cc1)O2 | 0.1 | -8
COc1cccc(S(=O)(=O)Nc2ccc3c(c2)[C@H]2C[C@@H](CC(=O)NCc4ccc(Cl)cc4)O[C@@H](CO)[C@H]2O3)c1 | 0.0 | -6
Cc1noc(C)c1S(=O)(=O)N(C)C[C@@H]1OCCCC[C@H](C)Oc2ccc(NS(C)(=O)=O)cc2C(=O)N([C@H](C)CO)C[C@@H]1C | 2.3 | x
Cc1noc(C)c1S(=O)(=O)Nc1cccc2c1O[C@H](CN(C)C(=O)Nc1ccccc1)[C@H](C)CN([C@H](C)CO)C2=O | -2.6 | x

The list goes on:
SMILES | IDH1 R132H inh | PRC2 inh
COc1ccc(C#Cc2ccc3c(c2)[C@]2(C(=O)N3)[C@H](c3ccc(O)cc3)N3[C@H](c4ccccc4)[C@H](c4ccccc4)OC(=O)[C@H]3[C@@H]2C(=O)N2CCN(c3ncccn3)CC2)cc1 | x | -10
CC(C)NC(=O)Nc1ccc2c(c1)C(=O)N([C@H](C)CO)C[C@@H](C)[C@H](CN(C)S(=O)(=O)c1ccc(Cl)cc1)OCCCC[C@@H](C)O2 | 2.6 | x
C/C=C/c1cnc2c(c1)C(=O)N([C@H](C)CO)C[C@H](C)[C@@H](CN(C)S(=O)(=O)c1cn(C)cn1)O2 | -1.8 | 7
CC(C)NC(=O)Nc1cccc2c1O[C@H](CN(C)C(=O)Nc1ccc(C(F)(F)F)cc1)[C@@H](C)CN([C@H](C)CO)C2=O | x | -3
C[C@@H]1CN([C@@H](C)CO)C(=O)Cc2cc(NS(=O)(=O)c3ccccc3)ccc2O[C@H]1CN(C)Cc1ccc(C(=O)Nc2ccccc2N)cc1 | 0.0 | x
CN(C)c1ccc2c(c1)[C@@H]1C[C@H](CC(=O)NCc3ccc(Oc4ccccc4)cc3)O[C@H](CO)[C@@H]1O2 | -1.0 | -11
CCCNC(=O)N(C)C[C@H]1Oc2ncc(-c3ccc(OC)cc3)cc2C(=O)N([C@H](C)CO)C[C@@H]1C | x | -21
CCCNC(=O)N(C)C[C@@H]1Oc2cc(C#Cc3cccc(F)c3)ccc2S(=O)(=O)N([C@H](C)CO)C[C@H]1C | 1.7 | -22
Cc1ccc(S(=O)(=O)N(C)C[C@H]2Oc3ccc(NC(=O)Nc4cccc5ccccc45)cc3CC(=O)N([C@@H](C)CO)C[C@H]2C)cc1 | 1.4 | x
COc1ccc(C)cc1NC(=S)NC12CN3CN(CN(C3)C1)C2 | 0.5 | -5
O=C(CC1CC1)Nc1ccc2c(c1)[C@H]1C[C@H](CC(=O)NC3CCCC3)O[C@H](CO)[C@H]1O2 | 0.1 | 7
C[C@H](CO)N1C[C@H](C)[C@@H](CN(C)Cc2ccccc2)Oc2ccc(NC(=O)Nc3ccc(F)cc3)cc2C1=O | x | -3

More records.
SMILES | IDH1 R132H inh | PRC2 inh
CCOC(=O)C12CC1/C(=N/O)c1ccccc1O2 (stereo not drawn) | -0.4 | x
C[C@H](NC(=O)C[C@@H]1C=C[C@H](NC(=O)C2CC2)[C@H](CO)O1)c1ccccc1 | -0.8 | 5
CN(C)CC(=O)N[C@H]1CC[C@@H](CCNC(=O)C2CCCC2)O[C@H]1CO | 0.3 | 15
C[C@@H]1CCCCO[C@@H](CN(C)C(=O)Nc2ccc3c(c2)OCO3)[C@H](C)CN([C@@H](C)CO)C(=O)c2cc(N(C)C)ccc2O1 | x | -7
COCC(=O)N(C)C[C@@H]1Oc2cc(C#C[C@@H](C)O)ccc2S(=O)(=O)N([C@H](C)CO)C[C@H]1C | x | -21
O=C(C[C@@H]1CC[C@@H](NC(=O)c2cccnc2)[C@H](CO)O1)NCc1ccncn1 | 0.0 | -10
